T cruzi intra – inhibitors of intracellular Trypanosoma cruzi, primary screen, cell-based, plate reader, single point, set 2. intracellular Trypanosoma cruzi in host cells. activity score (inhibition), % at 5.01 µM. actives 4.9% (n = 22,000). AID 651903, 2012; in the data active means activity score above about 55%;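 further: parasites and compound incubated about four days before reading; 0% = median of neutral control wells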
INS-1E rescue – protection of INS-1E cells from cytokine death, primary screen, ATP luminescence, single point. INS-1E cytokine-induced death, 48 h; normalised: neutral wells 0, positive control 100. protection from cytokine-induced ATP loss, % at 10 µM. actives 0.1% (n = 20,000). AID 488910, 2010;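 active means mean replicate protection from cytokine-induced ATP loss at least 50% and at least 75% of replicates each reaching 50%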
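Assay system – rat INS-1E insulinoma cell line · Quantity – 8000 cells per well · Buffer or medium – RPMI without phenol red, 5% FBS · Schedule – 48 h co-treatment, 10 min post-lysis read · Technique – luminescent ATP assay (CellTiter-Glo)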
* = called active by the depositor; . = not tested or not shown. An excerpt. The share of hits here may be higher or lower than overall.

1: C[C@H]1CN([C@@H](C)CO)C(=O)Cc2cc(NC(=O)c3ccncc3)ccc2O[C@@H]1CN(C)Cc1ccc(C(=O)Nc2ccccc2N)cc1
2: NNC(=O)c1ccc(COc2cc(Cl)ccc2Cl)o1
3: C[C@H]1CN([C@@H](C)CO)C(=O)CCCn2cc(nn2)CO[C@@H]1CN(C)C(=O)Nc1ccc(C(F)(F)F)cc1
4: O=C(CCCCC(=O)NN=C1CCCC1)NO
5: C[C@@H]1CN([C@@H](C)CO)C(=O)Cc2cc(NC(=O)CCCCCC(=O)Nc3ccccc3N)ccc2O[C@@H]1CN(C)C(=O)Nc1ccc2c(c1)OCO2
6: Cc1noc(C)c1S(=O)(=O)N(C)C[C@H]1Oc2c(NC(=O)C3CCCCC3)cccc2C(=O)N([C@@H](C)CO)C[C@H]1C
7: C[C@@H]1CN([C@@H](C)CO)C(=O)Cc2cc(NC(=O)Cc3ccccc3)ccc2O[C@@H]1CN(C)S(C)(=O)=O
8: C[C@@H]1CN([C@H](C)CO)C(=O)Cc2cc(NC(=O)Cn3cnnn3)ccc2O[C@H]1CN(C)Cc1ccncc1
assay / compound | 1 | 2 | 3 | 4 | 5 | 6 | 7 | 8
T cruzi intra | 32 | 9 | -3 | 0 | -35 | -6 | -2 | -47
INS-1E rescue | 10 | . | . | -3 | -1 | -17 | 8 | 12

9: Cc1noc(C)c1NC(=O)N(C)C[C@@H]1Oc2ccc(NC(=O)CCCCCC(=O)Nc3ccccc3N)cc2CC(=O)N([C@@H](C)CO)C[C@@H]1C
10: CNC[C@@H]1Oc2ccc(NS(=O)(=O)c3ccc(C)cc3)cc2C(=O)N([C@@H](C)CO)C[C@H]1C
11: CC(C)(C)OC(=O)N1CCC[C@H]1/C=N/NC(=O)c1ccccn1
12: C[C@H](CO)N1C[C@H](C)[C@@H](CN(C)Cc2ccc(C(=O)Nc3ccccc3N)cc2)Oc2ccc(NC(=O)Cc3ccccc3)cc2C1=O
13: Cc1ccc(S(=O)(=O)Nc2cccc3c2O[C@@H](CN(C)S(C)(=O)=O)[C@@H](C)CN([C@H](C)CO)C3=O)cc1
14: Cc1ccc(S(=O)(=O)Nc2ccc3c(c2)C(=O)N([C@H](C)CO)C[C@@H](C)[C@@H](CN(C)Cc2ccccc2)O3)cc1
15: C[C@H](CO)N1C[C@H](C)[C@H](CN(C)C(=O)Nc2ccc(C(F)(F)F)cc2)Oc2c(NC(=O)CCCCCC(=O)Nc3ccccc3N)cccc2C1=O
16: COc1ccc(CN(C)C[C@@H]2Oc3ccc(NS(=O)(=O)c4c(C)noc4C)cc3CC(=O)N([C@H](C)CO)C[C@@H]2C)cc1
assay / compound | 9 | 10 | 11 | 12 | 13 | 14 | 15 | 16
T cruzi intra | -41 | -7 | 3 | 21 | -12 | 18 | 50 | 7
INS-1E rescue | 1 | -1 | 7 | -4 | 7 | -6 | -11 | -5

17: C[C@@H]1CN([C@H](C)CO)C(=O)c2cc(NS(=O)(=O)c3ccc(F)cc3)ccc2O[C@H]1CN(C)Cc1ccc(C(=O)Nc2ccccc2N)cc1
18: Cc1cc(C(=O)Nc2cccc3c2O[C@@H](CN(C)C(=O)NC(C)C)[C@@H](C)CN([C@@H](C)CO)C3=O)n(C)n1
19: COc1ccc(S(=O)(=O)N(C)C[C@H]2Oc3ccc(NS(=O)(=O)c4c(C)noc4C)cc3CC(=O)N([C@@H](C)CO)C[C@@H]2C)cc1
20: Cc1noc(C)c1NC(=O)Nc1cccc2c1O[C@H](CN(C)Cc1ccccc1)[C@@H](C)CN([C@@H](C)CO)C2=O
21: C[C@@H]1CN([C@@H](C)CO)C(=O)c2cc(NC(=O)Nc3ccc4c(c3)OCO4)ccc2O[C@H]1CN(C)C(=O)Nc1ccccc1
22: C[C@@H]1CN([C@@H](C)CO)C(=O)c2cccc(NS(=O)(=O)c3ccc(F)cc3)c2O[C@@H]1CN(C)C(=O)Nc1ccccc1
23: CC(C)NC(=O)Nc1cccc2c1O[C@H](CN(C)S(=O)(=O)c1cn(C)cn1)[C@H](C)CN([C@@H](C)CO)C2=O
24: COc1ccc(S(=O)(=O)N(C)C[C@H]2Oc3ccc(NC(=O)Nc4ccccc4)cc3C(=O)N([C@@H](C)CO)C[C@@H]2C)cc1
assay / compound | 17 | 18 | 19 | 20 | 21 | 22 | 23 | 24
T cruzi intra | 45 | -21 | 3 | -2 | -8 | -5 | -9 | 4
INS-1E rescue | -15 | 9 | 3 | 13 | -3 | 5 | 2 | 0

25: COc1ccc(NC(=O)N(C)C[C@@H]2Oc3ncc(-c4cccc(C(F)(F)F)c4)cc3C(=O)N([C@H](C)CO)C[C@@H]2C)cc1
26: CC(C)NC(=O)N(C)C[C@@H]1Oc2ccc(NC(=O)Nc3ccc(C(F)(F)F)cc3)cc2C(=O)N([C@H](C)CO)C[C@H]1C
27: C[C@H]1CN([C@@H](C)CO)C(=O)c2cc(NS(=O)(=O)c3ccc(Cl)cc3)ccc2O[C@@H]1CN(C)Cc1ccc(-c2ccccc2)cc1
28: C[C@@H]1CN([C@@H](C)CO)C(=O)c2cc(NC(=O)Nc3ccc(F)cc3)ccc2O[C@H]1CN(C)S(=O)(=O)c1cn(C)cn1
29: C[C@@H]1CCCCO[C@H](CN(C)C(=O)c2ccccc2)[C@@H](C)CN([C@H](C)CO)C(=O)c2cc(NS(=O)(=O)c3ccccc3)ccc2O1
30: C[C@@H]1CN([C@@H](C)CO)C(=O)CCCn2cc(nn2)CO[C@@H]1CN(C)C(=O)CCCN(C)C
31: COc1ccc(S(=O)(=O)N(C)C[C@H]2OCCCC[C@@H](C)Oc3ccc(NS(=O)(=O)c4ccc(Cl)cc4)cc3C(=O)N([C@H](C)CO)C[C@@H]2C)cc1
32: Cc1noc(C)c1S(=O)(=O)Nc1ccc2c(c1)C(=O)N([C@H](C)CO)C[C@H](C)[C@@H](CN(C)Cc1ccc(C(F)(F)F)cc1)O2
assay / compound | 25 | 26 | 27 | 28 | 29 | 30 | 31 | 32
T cruzi intra | 59* | -16 | 5 | 3 | -12 | -20 | 15 | 33
INS-1E rescue | . | -1 | -20 | -1 | -3 | . | -6 | -8

33: C[C@@H]1CN([C@H](C)CO)C(=O)Cc2cc(NC(=O)NC3CCCCC3)ccc2O[C@H]1CN(C)S(=O)(=O)c1cn(C)cn1
34: C[C@@H]1CCCCO[C@H](CN(C)Cc2ccncc2)[C@@H](C)CN([C@H](C)CO)C(=O)c2cc(NS(=O)(=O)c3cn(C)cn3)ccc2O1
35: Cc1ccc(S(=O)(=O)Nc2ccc3c(c2)CC(=O)N([C@@H](C)CO)C[C@H](C)[C@H](CN(C)S(C)(=O)=O)O3)cc1
36: Cc1noc(C)c1NC(=O)N(C)C[C@H]1Oc2ccc(NC(=O)Cc3ccccc3)cc2CC(=O)N([C@@H](C)CO)C[C@@H]1C
37: C[C@H](CO)N1C[C@H](C)[C@H](CN(C)Cc2ccc(Cl)c(Cl)c2)Oc2c(NS(C)(=O)=O)cccc2C1=O
38: Cc1ccc(S(=O)(=O)N(C)C[C@H]2Oc3ccc(NC(=O)Cc4cn(C)c5ccccc45)cc3C(=O)N([C@H](C)CO)C[C@H]2C)cc1
39: Cc1ccc(S(=O)(=O)Nc2cccc3c2O[C@@H](CN(C)Cc2ccc(C(=O)O)cc2)[C@@H](C)CN([C@H](C)CO)C3=O)cc1
40: COc1ccc(NC(=O)Nc2ccc3c(c2)C(=O)N([C@@H](C)CO)C[C@H](C)[C@@H](CN(C)C(=O)Nc2ccccc2)O3)cc1
assay / compound | 33 | 34 | 35 | 36 | 37 | 38 | 39 | 40
T cruzi intra | -1 | -31 | -18 | -1 | 55 | 11 | -8 | -7
INS-1E rescue | 0 | 8 | 7 | 7 | 3 | 5 | 9 | 2

41: C[C@@H]1CN([C@@H](C)CO)C(=O)c2cc(NC(=O)CCCN(C)C)ccc2O[C@H]1CN(C)CC1CCCCC1
42: COc1ccc(CN(C)C[C@@H]2Oc3ccc(NS(=O)(=O)c4ccc(F)cc4)cc3CC(=O)N([C@H](C)CO)C[C@H]2C)cc1
43: C[C@H](CO)N1C[C@H](C)[C@H](CN(C)C(=O)Nc2ccc3c(c2)OCO3)Oc2ncc(Br)cc2C1=O
44: C[C@H](CO)N1C[C@H](C)[C@@H](CN(C)Cc2ccncc2)Oc2c(NC(=O)Nc3ccc(C(F)(F)F)cc3)cccc2C1=O
45: COc1ccc(CN(C)C[C@H]2Oc3c(NC(=O)Nc4cccc5ccccc45)cccc3C(=O)N([C@H](C)CO)C[C@H]2C)cc1
46: C[C@H]1CN([C@@H](C)CO)C(=O)Cc2cc(NC(=O)Nc3ccc(F)cc3)ccc2O[C@H]1CN(C)Cc1ccc(-c2ccccc2)cc1
47: Cc1ccccc1S(=O)(=O)N(C)C[C@@H]1OCc2cnnn2CCCC(=O)N([C@@H](C)CO)C[C@H]1C
48: C[C@H](CO)N1C[C@H](C)[C@H](CN(C)C(=O)Nc2cccc3ccccc23)Oc2ccc(NC(=O)Cc3ccccc3)cc2C1=O
assay / compound | 41 | 42 | 43 | 44 | 45 | 46 | 47 | 48
T cruzi intra | -15 | 41 | -6 | 53 | -30 | 22 | -28 | -17
INS-1E rescue | 12 | -2 | 2 | -7 | -17 | -44 | . | -3

Sorted by count of non-hydrogen atoms (falling): some entries from above
48: C[C@H](CO)N1C[C@H](C)[C@H](CN(C)C(=O)Nc2cccc3ccccc23)Oc2ccc(NC(=O)Cc3ccccc3)cc2C1=O
42: COc1ccc(CN(C)C[C@@H]2Oc3ccc(NS(=O)(=O)c4ccc(F)cc4)cc3CC(=O)N([C@H](C)CO)C[C@H]2C)cc1
41: C[C@@H]1CN([C@@H](C)CO)C(=O)c2cc(NC(=O)CCCN(C)C)ccc2O[C@H]1CN(C)CC1CCCCC1
43: C[C@H](CO)N1C[C@H](C)[C@H](CN(C)C(=O)Nc2ccc3c(c2)OCO3)Oc2ncc(Br)cc2C1=O
assay / compound | 48 | 42 | 41 | 43
T cruzi intra | -17 | 41 | -15 | -6
INS-1E rescue | -3 | -2 | 12 | 2

Next part
49: O=C(CCCCC(=O)N/N=C/c1cc(O)ccc1O)NO
50: C[C@@H]1CN([C@H](C)CO)C(=O)c2cc(NC(=O)NC3CCCCC3)ccc2O[C@@H]1CN(C)S(=O)(=O)c1cn(C)cn1
51: COc1ccc(NC(=O)Nc2cccc3c2O[C@@H](CN(C)Cc2ccc(C(=O)O)cc2)[C@@H](C)CN([C@@H](C)CO)C3=O)cc1
52: C[C@@H]1CN([C@H](C)CO)C(=O)c2cc(NS(=O)(=O)c3ccccc3)ccc2O[C@@H]1CN(C)C(=O)NC1CCCCC1
53: Cc1noc(C)c1NC(=O)N(C)C[C@@H]1Oc2ccc(NS(=O)(=O)c3ccccc3)cc2CC(=O)N([C@H](C)CO)C[C@@H]1C
54: C[C@@H]1CN([C@H](C)CO)C(=O)Cc2cc(NC(=O)Nc3ccc(F)cc3)ccc2O[C@@H]1CN(C)C(=O)Nc1ccc(F)cc1
55: C[C@@H]1CN([C@@H](C)CO)C(=O)CCCn2nncc2CO[C@@H]1CN(C)C(=O)c1ccccc1
56: C[C@@H]1CN([C@@H](C)CO)C(=O)c2cc(N(C)C)ccc2O[C@H]1CN(C)S(=O)(=O)c1ccccc1
assay / compound | 49 | 50 | 51 | 52 | 53 | 54 | 55 | 56
T cruzi intra | 13 | 4 | 61 | -6 | -12 | 11 | 5 | 3
INS-1E rescue | 41 | 9 | 6 | 5 | 2 | 11 | . | 11

57: C[C@@H]1CCCCO[C@H](CN(C)Cc2ccc(C(F)(F)F)cc2)[C@@H](C)CN([C@H](C)CO)C(=O)c2cc(NC(=O)CCC(F)(F)F)ccc2O1
58: Cc1cc(C(=O)Nc2cccc3c2O[C@H](CN(C)CC2CC2)[C@@H](C)CN([C@H](C)CO)C3=O)n(C)n1
59: COc1ccc(NC(=O)N(C)C[C@H]2OCc3cnnn3CCCC(=O)N([C@@H](C)CO)C[C@@H]2C)c(OC)c1
60: Cc1ccc(CN(C)C[C@H]2OCc3cn(nn3)CCCC(=O)N([C@H](C)CO)C[C@@H]2C)cc1
61: COC(=O)CCCCCCC(=O)N/N=C/c1cccc(O)c1
62: C[C@H]1CN([C@@H](C)CO)C(=O)c2cc(NS(=O)(=O)c3ccc(F)cc3)ccc2O[C@H]1CN(C)Cc1ccc(Cl)c(Cl)c1
63: O=C(N/N=C/c1cccs1)c1ccccn1
64: C[C@@H]1CN([C@H](C)CO)C(=O)c2cccc(NS(=O)(=O)c3cccs3)c2O[C@@H]1CN(C)S(C)(=O)=O
assay / compound | 57 | 58 | 59 | 60 | 61 | 62 | 63 | 64
T cruzi intra | 5 | 13 | -1 | -11 | -5 | 26 | -27 | -35
INS-1E rescue | 6 | -1 | 2 | . | -4 | -11 | -4 | 15

65: CNC[C@@H]1Oc2ncc(-c3ccccc3)cc2C(=O)N([C@H](C)CO)C[C@@H]1C
66: C[C@H]1CN([C@@H](C)CO)C(=O)c2cccc(NC(=O)c3ccc(-c4nccs4)cc3)c2O[C@H]1CN(C)Cc1ccc(Cl)c(Cl)c1
67: COc1ccccc1NC(=O)N(C)C[C@@H]1OCc2cn(nn2)CCCC(=O)N([C@H](C)CO)C[C@@H]1C
68: C[C@H](CO)N1C[C@H](C)[C@@H](CN(C)C(=O)Nc2ccc(C(F)(F)F)cc2)Oc2ccc(NC(=O)Nc3ccc4c(c3)OCO4)cc2C1=O
69: COC(=O)N(C)C[C@@H]1OCc2cnnn2CCCC(=O)N([C@H](C)CO)C[C@H]1C
70: C[C@H](CO)N1C[C@H](C)[C@H](CN(C)C(=O)NC2CCCCC2)Oc2ccc(NC(=O)Cn3cnnn3)cc2CC1=O
71: COC(=O)N(C)C[C@@H]1OCc2cn(nn2)CCCC(=O)N([C@@H](C)CO)C[C@H]1C
assay / compound | 65 | 66 | 67 | 68 | 69 | 70 | 71
T cruzi intra | 17 | 62* | -17 | -1 | -29 | -3 | -29
INS-1E rescue | . | -47 | . | -8 | . | -4 | .

Compound activity from PubChem.
